High-throughput results: PubChem BioAssay, National Center for Advancing Translational Sciences (NCATS)
EPAC1 antagonist = blocks human EPAC1 exchange factor. O95398. EPAC1 GEF assay, Rap1b-BODIPY-GDP exchange fluorescence. Potency, µM (top dose mostly 115 µM), for inactives: at the highest dose activity change, negative = inhibition, actives largely listed as inhibitors. hit rate 0.14% among 360,000;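 note: potency is the fitted concentration of half-maximal effect; plate controls were vehicle for no effect and positive control for full effect; nearly all actives have a fitted effect of over 50% in size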
Target sequence (O95398 whole entry, looked up): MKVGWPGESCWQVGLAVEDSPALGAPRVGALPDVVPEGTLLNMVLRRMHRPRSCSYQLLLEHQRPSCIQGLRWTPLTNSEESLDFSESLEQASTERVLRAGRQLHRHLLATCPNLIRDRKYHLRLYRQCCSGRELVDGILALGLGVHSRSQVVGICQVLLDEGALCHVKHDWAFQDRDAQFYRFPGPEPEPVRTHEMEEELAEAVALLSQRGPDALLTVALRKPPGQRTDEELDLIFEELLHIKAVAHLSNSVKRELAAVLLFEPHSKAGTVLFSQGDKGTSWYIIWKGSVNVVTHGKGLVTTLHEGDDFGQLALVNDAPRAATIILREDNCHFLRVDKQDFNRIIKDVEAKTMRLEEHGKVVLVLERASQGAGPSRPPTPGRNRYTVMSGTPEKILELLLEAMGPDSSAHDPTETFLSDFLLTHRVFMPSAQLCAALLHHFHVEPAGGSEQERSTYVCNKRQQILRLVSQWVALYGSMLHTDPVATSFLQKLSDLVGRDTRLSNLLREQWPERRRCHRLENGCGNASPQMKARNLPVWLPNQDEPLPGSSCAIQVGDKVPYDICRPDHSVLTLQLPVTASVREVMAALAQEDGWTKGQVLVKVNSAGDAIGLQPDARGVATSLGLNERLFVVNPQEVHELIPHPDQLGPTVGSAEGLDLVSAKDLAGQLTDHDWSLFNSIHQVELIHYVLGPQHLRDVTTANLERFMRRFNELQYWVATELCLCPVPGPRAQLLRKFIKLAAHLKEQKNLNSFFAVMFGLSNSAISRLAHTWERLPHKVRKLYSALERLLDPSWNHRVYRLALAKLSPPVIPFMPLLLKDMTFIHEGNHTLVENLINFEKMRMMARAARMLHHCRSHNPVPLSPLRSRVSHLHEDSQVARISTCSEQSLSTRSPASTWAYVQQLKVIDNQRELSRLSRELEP
EPAC1 agonist = activates human EPAC1 exchange factor; hit rate 0.073% among 360,000; Potency, µM (top dose mostly 154 µM), without a hit: at the top dose activation, most hits filed as activators; AID 720707; EPAC1 agonist qHTS, biochemical assay; response scale: 100% = response to 6.5 mM cAMP; note: potency is the fitted concentration of half-maximal effect; nearly all actives have a fitted effect of over 60% in size
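Compounds were pinned as a concentration titration into mixtures of EPAC1 (100 nM), BODIPY-GDP-loaded Rap1B (250 nM) and GDP (50 uM). After 5 min at room temperature, fluorescence was followed for 30 min; activity was scaled to 6.5 mM cAMP.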
PLK1 PBD inh = PLK1 (human) polo-box domain binding inhibition; hit rate 2.8% among 360,000; AID 720504; Potency, µM, inactives show max response, negative = inhibition, actives largely listed as inhibitors; Plk1 PBD binding of FITC phosphopeptide, fluorescence polarization; P53350; note: potency is the fitted concentration of half-maximal effect; series mostly up to about 57 µM; % is set by controls: 0 for no effect and ±100 for the full control effect; nearly all actives have a fitted effect of over 65% in size
PTHR1 agonist = PTHR1 (human) receptor agonism; Potency, µM (doses to about 115 µM), for inactives: at the top dose activation, actives largely listed as activators; hit rate 0.075% among 410,000; HEK293 GP2 PTHR1 cells, GloSensor cAMP luminescence, 1 h; Q03431; AID 743266; note: potency is the fitted concentration of half-maximal effect; nearly all actives have a fitted effect of over 55% in size; some results filed as inactive show a strong effect at the top dose; inactives centre near -15; many of its hits are not listed in these tables
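HEK-293-derived GP2 cells expressing PTHR1 and a GloSensor cAMP reporter, 3,000/well, plated overnight, given luciferin plus IBMX (each 0.5 mM as added) for 1 h at 37 °C, then compound for 1 h at 37 °C. Luminescence was read after 15 min at room temperature.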
IL-2 act = IL-2 activation; hit rate 0.065% among 360,000; AID 652025; IL-2 activation reporter assay, cell-based qHTS; stimulated with anti-CD3/CD4/CD28 beads; in transgenic mouse T cells; activation, % (series mostly up to about 46 µM); in the data active = activation above about 50%; inconclusive = mostly about 30% to 49%; note: 0% is about no effect
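Readout: EGFP and DsRed signals by fluorescent plate cytometry. Unstimulated transgenic mouse T cells received compound 60 min before antibody-bead stimulation, then incubated 18 h at 37 degrees C.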
GLP-1R inv ag = inverse agonists of human GLP-1 receptor | P43220 | HEK293 GLP-1R CRE-luciferase, luminescence, 24 h; GLP-1R form is constitutively active | Potency, µM (titrated, usually from 38.3 µM), inactives show at the top dose activity change, negative = inhibition, actives largely listed as inhibitors | hit rate 1.6% among 410,000 | AID 624417; note: potency is the fitted concentration of half-maximal effect; % is set by controls: 0 for no effect and ±100 for the full control effect; nearly all actives have a fitted effect of over 55% in size
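Inverse agonism was detected as reduced cAMP-driven luciferase luminescence after 24 h compound treatment. The cells were HEK293 clones expressing constitutively active human GLP-1R with the reporter. Reporter-only and GPR119 cell lines served as counterscreen controls.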
PI5P4Ka inh = blocks human PI5P4K alpha kinase activity; P48426; PI5P4Kalpha enzyme, ADP-Glo luminescence, 60 min; hits give low values; max response, %; hit rate 1.2% among 330,000; active = max response of -50% or lower; inconclusive = between -30% and -50%; inactive = -30% or higher; note: value at the top dose of about 77 µM; % is set by controls: 0 for no effect and ±100 for the full control effect
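ADP-Glo luminescence end-point read after a 60 min room-temperature kinase reaction of PI5P4Kalpha plus substrate, initiated with ATP at 5 microM final. Buffer: 0.038 M HEPES pH 7.4, EGTA, 0.1% CHAPS, 5% DMSO.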
GLP1R ag = activates the human GLP-1 receptor. P43220. HEK293 GLP-1R CRE-luciferase, luminescence, 4-6 h; cells express a hypersensitive GLP-1R form. Potency, µM (top dose mostly 45.6 µM), without a hit: at the top dose activation, actives largely listed as activators. hit rate 0.007% among 380,000. AID 624172; note: potency is the fitted concentration of half-maximal effect; % of control where 0% means no effect
HEK293 tox = cytotoxicity counter-screen for GLP-1 receptor inverse agonists; Potency, µM (highest dose often 38.3 µM), inactives show top-dose activity change, negative = inhibition, actives largely listed as inhibitors; hit rate 0.13% among 410,000; HEK293 cAMP-luciferase reporter cells, luminescence, 24 h;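 note: loss of luciferase light is scored as toxicity; potency is the fitted concentration of half-maximal effect; % is set by controls: 0 for no effect and ±100 for the full control effect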
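Step one: seed cells (200 cells/uL, DMEM with 10% Nu serum, 1% pen-strep). Step two: 12-hour incubation at 37 deg C. Step three: pin 23 nL compound, incubate 24 hr. Step four: add luciferase reagent, read luminescence 12 min later.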
* marks the source's active call; other numbers are inactive results; i = inactive; ? = inconclusive; · = no result given; [ ] = dose if it differs, or a comment. Unless noted, calls come from the whole dose curve; as a rule, active = well fitted curve in the direction sought with a large enough effect; inconclusive = small, poorly fitted or top-dose-only effect, or another doubt; inactive = no such curve, though single readings can be large; an effect the other way counts as inactive or inconclusive. Not all compounds are listed. The share of hits here may be higher or lower than overall.

SMILES	EPAC1 antagonist	EPAC1 agonist	PLK1 PBD inh	PTHR1 agonist	IL-2 act	GLP-1R inv ag	PI5P4Ka inh	GLP1R ag	HEK293 tox
Cc1nc(N2CCCCC2)c2c(-c3cccs3)csc2n1	5.3%	4.0%	-8.5%	-14.0%	-0.9	11.7%[0.307 µM]	0.8	3.5%	-0.2%[0.307 µM]
CC(=O)Nc1ccc2ccc3cccc4ccc1c2c34	0.0%	2.6%	6.3%	5.7%[57.5 µM]	0.2	-17.0%	6.2	2.9%	-3.5%
O=C(O)CNC(=O)C12CC3CC(CC(Cl)(C3)C1)C2	-14.5%	-1.7%	-5.5%	-19.3%	3.8	10.7%	2.4	-1.3%	2.2%
CN(c1ccc(OCC(=O)OCC(=O)NC2CCCC2)cc1)S(=O)(=O)c1ccc2ccccc2c1	-22.2%	3.2%	5.7%	i	-0.9	1.9%	2.1	0.0%	-9.7%
COc1ccc(N(CC(=O)N/N=C/c2ccc(N(C)C)cc2)S(=O)(=O)c2ccccc2)cc1	-11.4%	-0.6%	4.1%	i	-2.0	?	-4.8	18.7%	-5.5%
CCOc1ccc(NC(=O)NCc2cccn2C)cc1	-12.2%	-1.0%	-9.5%	-1.4%	-0.1	-2.8%	4.4	17.3%	-9.8%
COc1ccc(NC(=O)N2CCN(CCC#N)CC2)cc1	2.7%	-3.2%	-27.9%	i	1.2	12.2%	-4.3	-3.4%	-11.0%
O=C(CCSc1nc(-c2ccco2)cc(C(F)(F)F)n1)NCc1ccccn1	2.3%	-10.9%	-17.4%	i	-0.4	-11.1%	-5.5	1.6%	-8.9%
Nc1ccc(S(=O)(=O)c2cccc(N)c2)cc1	7.9%	-1.4%	-3.1%	-14.7%[57.5 µM]	0.4	-12.8%	·	-9.5%	6.0%
Clc1ccccc1OCCn1ccnc1	15.2%	-2.6%	0.0%	-3.2%[57.5 µM]	-2.0	2.7%	·	-3.0%	-5.9%
C[C@H]1CNC(=O)C(=O)N1C[C@H](Cc1ccc(O)cc1)NC(=O)CC12CC3CC(CC(C3)C1)C2	-21.2%	4.9%	-9.9%	-16.1%	0.3	-2.0%	-8.5	1.4%	19.4%
CC(=O)N1CCN(c2ccc(C(N)=O)cc2[N+](=O)[O-])CC1	-8.2%	-6.6%	-2.1%	-9.8%	3.1	22.8%	0.1	1.4%	-2.4%
COC(=O)c1cccc(COC(=O)c2ccccc2NC(=O)c2ccco2)c1	-5.3%	9.5%	-12.8%	?	0.2	56.5%[activator]	·	-0.7%	2.0%
COC(=O)c1c(NC(=O)Cc2ccccc2)sc(C)c1C	-13.0%	6.3%	-3.2%	i	-0.9	-16.9%	18.8	28.5%	83.1%[activator]
CC(C)CNC(=O)c1ccc2c(c1)C(=O)N(Cc1ccco1)C2=O	-1.1%	-7.2%	-11.9%	i	1.1	7.4%	-5.7	-1.3%	-8.1%
Cc1ccc(/C=[N+](\[O-])c2ccc(N(C)C)cc2)c2nsnc12	?	-3.1%	?	-42.0%[inhibitor]	0.5	-4.3%[7.66 µM]	-24.2	12.0%	0.0%[7.66 µM]
CCCCCCCCNCCS(=O)(=O)NN1CCOCC1	-5.5%	-3.4%	7.52µM*	1.2%	-0.9	14.8%	-68.6*	0.6%	1.8%
CCN(CC)S(=O)(=O)c1ccc(N2CCOCC2)c(NC(=O)C2COc3ccccc3O2)c1 (configuration not stated)	-2.1%	6.5%	-3.9%	i	-0.1	?	-10.6	22.0%	14.7%
COCCCC1CCN(C(=O)C2CCC(=O)N(C3CCCC3)C2)CC1 (configuration not stated)	2.5%	-9.9%	-5.3%	-19.9%	0.6	-17.3%	-4.1	-7.3%	-5.7%
COc1ccc(C(C(=O)Nc2ccc3c(c2)OCCO3)n2c(=O)c(-c3ccco3)nc3ccccc32)cc1 (configuration not stated)	2.1%	15.1%	-20.1%	-22.8%	0.1	?	-24.2	·	-27.1%
S=C(N/N=C1\CCc2ccccc21)NC1CCCCC1	?	6.0%	-6.4%	-34.7%[inhibitor]	-0.1	-73.9%	2.7	-3.3%	?
CCOc1ccc(C(CC(=O)O)NC(=O)c2cccs2)cc1 (configuration not stated)	-8.8%	-6.9%	-16.9%	i	-0.4	1.7%	1.1	-3.1%	-5.4%
C=CCn1c(=O)/c(=C/c2cc(OC)c(OC)c(OC)c2)s/c1=C(/C#N)c1nc2ccccc2n1C	?	7.6%	?	i	18.5	22.9%	0.6	6.8%	79.3%[activator]
O=C(NC1CCCCC1)c1ccc(COc2ccccc2)o1	-11.3%	8.8%	-4.9%	-18.6%	0.0	?	0.3	6.5%	0.7%
O=C(COc1ccc(-c2nnc(N3CCCCC3)c3ccccc23)cc1)N1CCCCC1	-11.4%	-3.6%	-11.1%	-17.0%[57.5 µM]	-1.1	10µM*	2.2	2.0%	-0.1%
O=C(CCNS(=O)(=O)c1ccccc1)OCC(=O)c1ccc(Cl)cc1	4.4%	-2.8%	-4.0%	i	-2.2	-3.0%	-10.8	-14.3%	-1.0%
COCC(C)n1c(C)cc(C(=O)COC(=O)CN=C2NS(=O)(=O)c3ccccc32)c1C (configuration not stated)	5.2%	3.5%	-3.7%	-25.7%	-3.1	0.0%	3.5	-0.2%	1.4%
COc1ccc([C@@H]2CC=C(C(=O)O)[C@H](c3ccc(C)cc3)N2S(=O)(=O)c2ccc(C)cc2)cc1OC	-2.1%	-0.4%	-8.6%	i	-0.6	5.1%	-0.9	-0.8%	2.8%
CCc1ccccc1NC(=O)CN1CCN(CC(=O)NCc2ccc(Cl)cc2)CC1	-2.5%	2.1%	0.2%	-38.6%[inhibitor]	0.9	?	6.9	-1.1%	-9.4%
Cc1cc([N+](=O)[O-])nn1CC(=O)Nc1cccc2nonc12	-6.5%	14.8%	-6.9%	-4.5%	-1.0	16.3%[7.66 µM]	-73.4*	0.5%	-0.8%[7.66 µM]
O=C(O)CCSc1nnc(SCC(=O)NC2CCS(=O)(=O)C2)s1 (configuration not stated)	-7.4%	2.5%	-13.5%	i	1.6	6.6%	-3.9	-3.4%	1.5%
CC(C)c1ccccc1NC(=S)NC1CCN(Cc2ccccc2)CC1	-4.9%	1.7%	-10.7%	-6.5%	-2.4	?	3.0	-0.2%	?
O=C(CSc1nnc(CNc2ccc(F)cc2)n1CC1CCCO1)Nc1ccccc1 (configuration not stated)	7.7%	-3.7%	-4.7%	9.7%[57.5 µM]	0.1	?	2.3	-0.9%	-12.1%
COCCn1c(SCC#N)nnc1-c1ccc([N+](=O)[O-])cc1	5.0%	-10.5%	0.2%	i	0.5	-10.8%	1.7	11.2%	3.6%
COc1ccc(S(=O)(=O)c2ccc(OCC3CO3)cc2)cc1 (configuration not stated)	-20.9%	-4.0%	2.1%	-6.0%	-1.9	3.4%	-6.6	6.8%	2.7%
C[C@H](CO)N1C[C@H](C)[C@@H](CN(C)S(=O)(=O)c2ccc(F)cc2)Oc2c(NC(=O)Nc3ccc(C(F)(F)F)cc3)cccc2C1=O	-15.0%	-17.7%	-8.8%	-10.9%	-0.1	?	14.5	-3.5%	-13.9%

Taken from the entries so far (5 entries):
SMILES	EPAC1 antagonist	EPAC1 agonist	PLK1 PBD inh	PTHR1 agonist	IL-2 act	GLP-1R inv ag	PI5P4Ka inh	GLP1R ag	HEK293 tox
O=C(COc1ccc(-c2nnc(N3CCCCC3)c3ccccc23)cc1)N1CCCCC1	-11.4%	-3.6%	-11.1%	-17.0%[57.5 µM]	-1.1	10µM*	2.2	2.0%	-0.1%
O=C(CCNS(=O)(=O)c1ccccc1)OCC(=O)c1ccc(Cl)cc1	4.4%	-2.8%	-4.0%	i	-2.2	-3.0%	-10.8	-14.3%	-1.0%
COCC(C)n1c(C)cc(C(=O)COC(=O)CN=C2NS(=O)(=O)c3ccccc32)c1C (configuration not stated)	5.2%	3.5%	-3.7%	-25.7%	-3.1	0.0%	3.5	-0.2%	1.4%
COc1ccc([C@@H]2CC=C(C(=O)O)[C@H](c3ccc(C)cc3)N2S(=O)(=O)c2ccc(C)cc2)cc1OC	-2.1%	-0.4%	-8.6%	i	-0.6	5.1%	-0.9	-0.8%	2.8%
CCc1ccccc1NC(=O)CN1CCN(CC(=O)NCc2ccc(Cl)cc2)CC1	-2.5%	2.1%	0.2%	-38.6%[inhibitor]	0.9	?	6.9	-1.1%	-9.4%

Going on with the list.
SMILES	EPAC1 antagonist	EPAC1 agonist	PLK1 PBD inh	PTHR1 agonist	IL-2 act	GLP-1R inv ag	PI5P4Ka inh	GLP1R ag	HEK293 tox
COC(=O)c1c(NC(=O)/C=C/C(=O)O)sc(C)c1-c1ccc(C)cc1	-12.5%	-2.3%	-19.1%	-27.1%	-0.2	?	-18.1	-0.1%	-14.3%
COc1ccc(/C=N/N2CCN(C)CC2)cc1OC	-8.1%	-2.0%	1.1%	i	1.9	11.9%	6.8	-1.8%	-3.7%
Cc1onc(-c2ccccc2)c1C(=O)N/N=C(\N)COc1ccc(Cl)cc1	-3.6%	-0.9%	2.5%	-13.9%[57.5 µM]	0.9	0.0%	·	-2.1%	?
S=C(NCc1ccccc1)N/N=C/c1cccs1	-15.0%	3.8%	-5.3%	i	-0.8	?	6.5	9.3%	?
Cc1cc(=O)n2[nH]c(N)c(N=Nc3ccccc3)c2n1	10.5%	-0.5%	-5.2%	i	0.6	10.3%	-9.1	-6.3%	?
O=C(COC(=O)c1ccc([N+](=O)[O-])o1)NCCCc1ccccc1	-11.5%	-10.5%	-23.7%	3.6%	-0.4	-5.6%	-6.6	-6.4%	-1.2%
CCC(Sc1ccccn1)C(=O)Nc1nnc(C)s1 (configuration not stated)	0.0%	4.1%	-8.2%	i	0.9	3.4%	0.8	13.3%	15.7%
COC(=O)Cn1c(=NC(=O)c2ccc(S(=O)(=O)N3CCOCC3)cc2)sc2cc(S(N)(=O)=O)ccc21	-22.6%	-6.7%	0.6%	-20.4%	4.2	4.7%	3.3	18.8%	4.8%
